GPR151 ag – human GPR151 activation; Q8TDV0; PathHunter beta-arrestin GPR151 cells, luminescence; activation, % at 11.2 µM; hit rate 1% among 650,000; AID 1508602; in the data active = activation above about 4.9%;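 also: 0% = median of compound wells and 100% = cells with positive control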
Target sequence (Q8TDV0 whole entry, looked up): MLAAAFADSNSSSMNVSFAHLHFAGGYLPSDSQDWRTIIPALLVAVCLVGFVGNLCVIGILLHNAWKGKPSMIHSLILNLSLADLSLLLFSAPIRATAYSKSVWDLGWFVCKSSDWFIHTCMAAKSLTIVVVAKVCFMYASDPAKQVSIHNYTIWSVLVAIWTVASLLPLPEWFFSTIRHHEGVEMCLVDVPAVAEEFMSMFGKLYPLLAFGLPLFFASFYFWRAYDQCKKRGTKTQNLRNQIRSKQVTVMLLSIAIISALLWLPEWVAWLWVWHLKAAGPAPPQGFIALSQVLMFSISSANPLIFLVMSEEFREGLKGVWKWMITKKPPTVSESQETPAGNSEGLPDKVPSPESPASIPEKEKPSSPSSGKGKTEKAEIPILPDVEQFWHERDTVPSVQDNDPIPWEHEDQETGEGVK
FBW7 act – human FBW7 E3 ligase activation, primary screen; AlphaScreen FBW7–phospho-cyclin E peptide binding, activator screen; AID 1259310; Q969H0; hit rate 0.13% among 650,000; normalized activity (activation), % at 26.1 µM; in the data active = normalized activity above about 1.9%;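 also: purified mutant Fbw7 with reduced substrate affinity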
Target sequence (Q969H0 whole entry, looked up): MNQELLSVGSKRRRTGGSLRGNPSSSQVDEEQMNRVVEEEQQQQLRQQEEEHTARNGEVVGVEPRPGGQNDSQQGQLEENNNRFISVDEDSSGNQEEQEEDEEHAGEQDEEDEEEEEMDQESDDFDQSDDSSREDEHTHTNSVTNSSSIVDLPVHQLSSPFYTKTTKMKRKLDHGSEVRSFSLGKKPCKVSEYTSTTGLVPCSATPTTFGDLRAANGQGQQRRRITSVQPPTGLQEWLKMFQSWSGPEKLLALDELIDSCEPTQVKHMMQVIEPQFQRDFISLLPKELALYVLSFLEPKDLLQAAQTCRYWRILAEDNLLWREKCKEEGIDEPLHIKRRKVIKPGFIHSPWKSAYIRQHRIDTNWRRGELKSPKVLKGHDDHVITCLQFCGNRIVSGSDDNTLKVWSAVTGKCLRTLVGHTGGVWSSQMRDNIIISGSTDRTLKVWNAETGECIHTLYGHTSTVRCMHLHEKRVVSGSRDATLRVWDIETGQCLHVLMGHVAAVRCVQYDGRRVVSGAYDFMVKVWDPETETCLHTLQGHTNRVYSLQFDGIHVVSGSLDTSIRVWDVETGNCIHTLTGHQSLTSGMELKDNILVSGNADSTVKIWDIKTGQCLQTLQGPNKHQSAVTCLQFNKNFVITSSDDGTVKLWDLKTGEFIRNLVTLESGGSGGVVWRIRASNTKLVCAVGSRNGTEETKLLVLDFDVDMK
TEAD-YAP inh – TEAD-YAP interaction inhibition; AID 1259422; HEK-TIYL cells, TEAD-Gal4/YAP UAS-luciferase luminescence; hit rate 1.4% among 640,000; inhibition, % at 9.12 µM; in the data active = inhibition above about 32%;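 also: 0% = median of test compound wells and 100% = reference inhibitor wells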
MITF inh – inhibitors of human MITF. AlphaScreen MITF homodimerization, bead proximity signal. inhibition, % at 2.6 µM. AID 1259374. hit rate 0.91% among 650,000. O75030; in the data active = inhibition above about 50%;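 also: 0% = vehicle wells with protein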
Active calls of the source: *; . = no result given; & = joins results of further samples.

# | canonical_smiles | GPR151 ag | MITF inh
1 | CN(C)c1c([N+](=O)[O-])c(=O)oc2ccc([N+](=O)[O-])cc12 | -3.3 | 10
2 | COc1ccc(-c2nnc(NC(=O)c3ccccc3[N+](=O)[O-])o2)cc1 | 2.2 | 8
3 | O=C(/C=C/c1c(Cl)cccc1Cl)N1CCOCC1 | -0.6 | 3
4 | COc1cccc(NC(=O)NCCc2ccc(Cl)cc2)c1 | 1.0 | -20
5 | O=C(NC1CCCCC1)N[C@H]1C[C@H]2C(=O)N[C@@H](Cc3ccccc3)C(=O)N2C1 | 0.2 | 1
6 | Fc1ccccc1NC(=S)NCc1ccccn1 | -1.5 | 21
7 | O=c1c2ccccc2nc2c3ccccc3c(NCc3ccccn3)nn12 | 0.6 | -6
8 | C=C(C)CN1C(=O)NC(CC)(C2CCN(Cc3cn(CC)nc3C)CC2)C1=O (centres undefined) | 0.9 | -12
9 | CC12CCC(C/C1=N/NC(=O)NC1CCCCC1)C2(C)C (centres undefined) | -0.8 | 1
10 | FC(F)(F)c1cccc(CNc2nc(Nc3cccnc3)nc3c2ncn3C2CCCCC2)c1 | -0.6 | -6

# | TEAD-YAP inh | FBW7 act
1 | -1 | 0.1
2 | -15 | -0.1
3 | -25 | -0.2
4 | -11 | 0.0
5 | -3 | 1.0
6 | -18 | 0.5
7 | 14 | -0.1
8 | 13 | -0.1
9 | -6 | 0.0
10 | 0 | -0.1

Laid out differently: entries from further up
[6] Fc1ccccc1NC(=S)NCc1ccccn1
  GPR151 ag: -1.5
  MITF inh: 21
  TEAD-YAP inh: -18
  FBW7 act: 0.5

[7] O=c1c2ccccc2nc2c3ccccc3c(NCc3ccccn3)nn12
  GPR151 ag: 0.6
  MITF inh: -6
  TEAD-YAP inh: 14
  FBW7 act: -0.1

[2] COc1ccc(-c2nnc(NC(=O)c3ccccc3[N+](=O)[O-])o2)cc1
  GPR151 ag: 2.2
  MITF inh: 8
  TEAD-YAP inh: -15
  FBW7 act: -0.1

[5] O=C(NC1CCCCC1)N[C@H]1C[C@H]2C(=O)N[C@@H](Cc3ccccc3)C(=O)N2C1
  GPR151 ag: 0.2
  MITF inh: 1
  TEAD-YAP inh: -3
  FBW7 act: 1.0

(more compounds)
# | canonical_smiles | GPR151 ag | MITF inh
11 | COc1ccc(-n2nnnc2SCC(=O)Nc2c(C)cc(C)cc2C)cc1 | -1.5 | 21
12 | COc1ccc(-c2nc(Nc3cc(F)ccc3C)c3ccccc3n2)cc1OC | 0.1 | -5
13 | O=C(Nc1nc2ccccc2s1)c1ccccc1Oc1ccccc1 | -0.5 | 14
14 | O=C(Nc1cccc(-c2nc3ccccc3[nH]2)c1)NC1CCCC1 | -0.9 | 3
15 | COC(=O)COc1ccc(S(=O)(=O)Nc2ccccc2C(=O)OC)cc1C | 0.1 | 11
16 | CC1(C(=O)OCc2ccc(C#N)cc2)CC1(Cl)Cl (centres undefined) | -1.1 | 7
17 | O=[N+]([O-])c1ccc2cc[nH]c2c1 | 0.0 | 0
18 | Cc1nnc2c(NCCCN3CCN(c4ccccc4F)CC3)nc3ccccc3n12 | 1.9 | 1
19 | COc1ccc(NS(=O)(=O)c2cc(Cl)ccc2Cl)c([N+](=O)[O-])c1 | -0.3 | 2
20 | O=C(N/N=C/c1ccc(O)cc1)/C(=C/c1ccc([N+](=O)[O-])cc1)NC(=O)c1ccccc1 | 0.8 | 17

# | TEAD-YAP inh | FBW7 act
11 | 6 | 0.2
12 | -3 | 0.2
13 | -9 | 0.2
14 | -22 | 0.0
15 | 4 | 0.1
16 | 9 | 0.4
17 | -2 | 0.0
18 | 8 | 0.0
19 | 4 | 0.0
20 | 5 | -0.1

Additional entries follow:
# | canonical_smiles | GPR151 ag | MITF inh
21 | COc1ccc(-n2cc(-c3ccccc3)c3c(SCc4ccccc4Cl)ncnc32)cc1 | -1.1 | 1
22 | Cc1cc(=O)c(C(=O)N2CCN(C)CC2)c(CC2CCCC2)n1C | 1.4 | -3
23 | O=C(c1ccc(CNc2c(NC3CCCCC3)c(=O)c2=O)cc1)N1CCCC1 | -0.4 | 5
24 | Cc1nnc(SCC(=O)Nc2ccc(OC(F)(F)F)cc2)n(N)c1=O | -0.2 | 0
25 | CCOc1c(S(=O)(=O)NCc2ccco2)ccc(Cl)c1Cl | 6.3* | 13
26 | COc1cc2nc(NCCN3CCOCC3)nc(NCc3cccc(C(F)(F)F)c3)c2cc1OC | 0.7 | 10
27 | O=C1C(Nc2ccccc2)=CC(c2ccccc2F)N1c1ccccc1 (centres undefined) | -0.3 | 3
28 | CN1CCc2cc(C(CNC(=O)c3ccccc3Cl)N3CCOCC3)ccc21 (centres undefined) | 0.4 | 7
29 | COc1ccc2nc(C)c3c(c2c1)OC(C(C)(Cl)Br)C3 (centres undefined) | -0.3 | 10
30 | O=c1[nH]n(-c2ccccc2)c(O)c1/C=C1\C=Nc2ccccc21 | 0.6 | 0

# | TEAD-YAP inh | FBW7 act
21 | 3 | 0.4
22 | -3 | -0.1
23 | 2 | -0.1
24 | 9 | -0.1
25 | 5 | 0.0
26 | 8 | -0.1
27 | -7 | -0.1
28 | -2 | -0.1
29 | -2 | 0.4
30 | -60 | -0.3

More entries follow.
# | canonical_smiles | GPR151 ag | MITF inh
31 | CCOC(=O)c1sc(NC(=O)CCN2C(=O)c3ccccc3C2=O)c(C#N)c1C | 1.6 | 1
32 | Cc1cccc(C(=O)Nc2ncc(S(=O)(=O)c3ccc([N+](=O)[O-])cc3)s2)c1 | 4.9* | -4
33 | Nc1nc(NCCN2CCOCC2)cc(N2CCCC2CO)n1 (centres undefined) | 0.4 | 12
34 | COc1cc(C2NC(=O)NC(C)=C2C(=O)OC2CCCCCCC2)cc(OC)c1OC (centres undefined) | -0.3 | 3
35 | CC1(C)CC(=O)C(=Cc2ccc(-c3cccc([N+](=O)[O-])c3)o2)C(=O)C1 | 0.1 | -7
36 | O=C1CCN2N=C(c3ccccc3)CC=C2O1 | -1.4 | -2
37 | Cc1cc(NCCCN2CCCC2=O)nc(-c2cccc(N)c2)n1 | 2.0 | -9
38 | CCCN1CCC(N2C[C@H](NCc3ccc(F)cc3)C[C@H]2C(=O)NCC)CC1 | 1.4 | 1
39 | COc1cc(/C=C2/SC(N)=NC2=O)cc(Cl)c1O | 1.2 | 1
40 | CCOc1cc(C(N)=O)cc(Cl)c1OCc1ccccc1 | 3.5 | 16

# | TEAD-YAP inh | FBW7 act
31 | 1 | 0.1
32 | -6 | -0.2
33 | 5 | 0.1
34 | 2 | 0.1
35 | -2 | -0.4
36 | -5 | 0.1
37 | -19 | 0.0
38 | 1 | -0.3
39 | 3 | -0.1
40 | -6 | -0.1

Going on with the list.
# | canonical_smiles | GPR151 ag | MITF inh
41 | CCC(CC)CN1CCc2nnc(CNC(=O)c3cc(C)oc3C)n2CC1 | 3.0 | 10
42 | O=C1COc2cc(S(=O)(=O)N3CCC(C(=O)NN4CCOCC4)CC3)ccc2N1 | 0.8 | 4
43 | O=[N+]([O-])c1ccc(OC(F)F)c(/C=C2\CCC=C2N2CCOCC2)c1 | -0.6 | 14
44 | COCc1c(C(=O)N/N=C/c2ccccc2Br)nnn1-c1nonc1N | 0.0 | -5
45 | COC(=O)c1cc(Nc2ccccc2)cc(-c2ccnc(NC(=O)C3CCOC3)c2)c1 (centres undefined) | 0.2 | -3
46 | CCn1cc(C(=O)N(C)c2ccc(OC)cc2)c2cc(OC)c(OC)cc2c1=O | 0.3 | -14
47 | Cc1sc2nc(C)n(C3CCN(Cc4ccccn4)CC3)c(=O)c2c1C | -0.6 | 12
48 | COC(=O)C1=C(C)N(CCc2ccccc2)C(=O)/C1=C\c1ccc(OC)cc1 | -0.1 | 22
49 | O=C(Cn1cnc2sc3c(c2c1=O)CCCC3)NCC(=O)Nc1ccc(F)c(Cl)c1 | -0.2 | -4
50 | CC1CCc2c(C(=O)Nc3ccc(N4CCOCC4)cc3)csc2C1 (centres undefined) | -1.8 | 1

# | TEAD-YAP inh | FBW7 act
41 | 6 | -0.1
42 | -4 | 0.1
43 | -4 | 0.1
44 | -5 | 0.0
45 | 7 | -0.1
46 | -8 | 0.0
47 | 7 | -0.1
48 | -2 | -0.2
49 | -5 | -0.1
50 | -9 | -0.1

Going on with the list:
# | canonical_smiles | GPR151 ag | MITF inh
51 | CCNc1nc(NCCN2CCOCC2)c2ncn(C3CCCCC3)c2n1 | -1.8 | 4
52 | O=C(O)c1ccc2c(c1)N(Cc1cccc(F)c1)C(=O)CS2 | 1.3 | 4
53 | Cc1cc(C)c(CC2(O)CC(C)N(C)CC2C)cc1C (centres undefined) | 0.6 | 9
54 | CCc1ccc2oc(=O)cc(-c3oc4ccccc4c3NC(C)=O)c2c1 | -0.4 | 7
55 | COc1ccc(-c2cc(C(F)F)n3ncc(C(=O)N4CCC(C(N)=O)CC4)c3n2)cc1 | -0.4 | 4
56 | COCCn1c(Sc2c(N)c3cc([N+](=O)[O-])ccc3[nH]c2=O)nc2ccccc2c1=O | -0.8 | 2
57 | Cc1cccc(NS(=O)(=O)c2cn(C)c(=O)n(C)c2=O)c1 | 5.9* | -4
58 | O=C(NCCc1c[nH]c2ccccc12)/C(=N/O)c1ccccc1 | 0.1 | 0
59 | COCCCNC(=S)NC(=O)c1ccc(C)cc1 | 0.2 | -5
60 | Cc1cc(N)c2c(C)nn(-c3ccccc3)c2n1 | -2.4 | 4

# | TEAD-YAP inh | FBW7 act
51 | -2 | 0.0
52 | 7 | -0.2
53 | -6 | 0.3
54 | 4 | 0.2
55 | -8 | -0.2
56 | -2 | -0.1
57 | -6 | -0.2
58 | -9 | 0.1
59 | -69 | -0.2
60 | 12 | 0.0

Continuation.
# | canonical_smiles | GPR151 ag | MITF inh
61 | CCN(CC)S(=O)(=O)c1ccc(C(=O)Nc2nc(-c3ccccc3)c(-c3ccccc3)s2)cc1 | -0.5 | 6
62 | CS(=O)(=O)N(CC(=O)NCCC1=CCCCC1)c1cccc(Br)c1 | -0.5 | 2
63 | COc1ccc(C2CC(C(F)(F)F)n3nc(C(=O)N(C)CCC#N)cc3N2)cc1OC (centres undefined) | 0.4 | 9
64 | O=C(Nc1ccc(NC(=O)C2CC2)nc1)c1ccccc1F | -0.6 | 7
65 | CCC(C)NC(=O)c1cnn2c1NC(c1ccc3c(c1)OCO3)CC2C(F)(F)F (centres undefined) | -1.2 | 1
66 | CN1C(=O)C2(c3ccccc31)C(C(=O)NCCCc1ccccc1)CC1CCCN12 (centres undefined) | -2.2 | -10
67 | COc1ccccc1C(NC(=O)c1cc(OC)c(OC)c(OC)c1)c1cc(Cl)c2cccnc2c1O (centres undefined) | 1.4 | 7
68 | Cc1ccc(-c2csc(NC(=O)c3cc(=O)c4ccccc4o3)n2)cc1C | -0.1 | -5
69 | O=C(O)C(Cc1ccccc1)N1C(=O)C2C3C=CC(C3)C2C1=O (centres undefined) | -0.8 | 2
70 | COc1ccc(/C=N/Nc2nnc(C)c(=O)[nH]2)cc1 | -1.3 | -11

# | TEAD-YAP inh | FBW7 act
61 | 1 | -0.1
62 | 10 | -0.2
63 | 12 | 0.0
64 | -28 | -0.3
65 | -10 | 0.1
66 | 1 | 0.1
67 | 1 | -0.2
68 | 10 | 0.1
69 | 0 | 0.1
70 | -5 | -0.4

(next part)
# | canonical_smiles | GPR151 ag | MITF inh
71 | C[C@H]1NC(=O)NC1=O | -0.8&0.6 | -6&-9
72 | CC(C)OC(=O)c1sc2nc3c(cc2c1N)CCC3 | 2.0 | 2
73 | COc1cc(OC)cc(-c2nc3ccccc3c(=O)n2OC(=O)c2ccccc2F)c1 | 0.4 | -4
74 | S=C1NC(=S)NC(c2ccc(Br)cc2)N1 | -0.5 | 6
75 | CCN(CC)S(=O)(=O)c1ccc(C(=O)N2CCN=C2SCc2cccc(F)c2)cc1 | -0.7 | 3
76 | CCCCOc1ccc(C(=O)Nn2nnc3ccccc3c2=O)cc1 | -0.3 | -6
77 | CC(Sc1nc2sc3c(c2c(=O)n1-c1ccccc1)CC(C)(C)OC3)C(=O)O (centres undefined) | 0.4 | 0
78 | CCN(CCCNC(=O)c1ccc(Cn2c(=S)[nH]c3ccc(Br)cc3c2=O)cc1)c1ccccc1 | -1.4 | 8
79 | C=CCn1c(SCC(=O)NCCc2ccccc2)nc2cc(C(=O)NCc3ccco3)ccc2c1=O | 4.4 | -3
80 | O=C1CNC(=S)N1c1ccccc1F | 1.7 | 0

# | TEAD-YAP inh | FBW7 act
71 | . | -0.1&0.1
72 | -62 | 0.3
73 | -2 | -0.3
74 | 11 | 0.0
75 | 0 | 0.0
76 | -33 | 0.1
77 | 0 | -0.1
78 | 3 | -0.1
79 | 14 | -0.1
80 | 2 | 0.0

Next section:
# | canonical_smiles | GPR151 ag | MITF inh
81 | Cc1cc(C)n(-c2nc3ccccc3c3nc(-c4cccnc4)nn23)n1 | 1.0 | 8
82 | O=C(N/N=C/c1c2ccccc2cc2ccccc12)c1cc(O)c(O)c(O)c1 | 0.3 | -3
83 | COCCC(=O)NCC1Cc2cc(F)cc(-c3ccc(C(C)=O)s3)c2O1 (centres undefined) | -0.8 | 12
84 | CCOC(=O)CSc1nnc(CNc2ccc(C)cc2C)n1CC1CCCO1 (centres undefined) | 0.6 | 16
85 | OC(CNCC1COc2ccccc2O1)COCc1cccs1 (centres undefined) | -0.6 | 24
86 | CCC(=O)OC(OP(=O)(CCCCc1ccccc1)CC(=O)N1C[C@H](C2CCCCC2)C[C@H]1C(=O)O)C(C)C (some centres undefined) | 0.4&-1.1 | -3&-11
87 | O=C(NCCn1cccn1)c1ncoc1-c1ccc(F)cc1 | 0.1 | 2
88 | CCCCNC(=O)/C(=C/c1ccc([N+](=O)[O-])cc1)NC(=O)c1ccccc1 | -0.1 | 1

# | TEAD-YAP inh | FBW7 act
81 | 12 | -0.1
82 | -5 | -0.6
83 | 12 | -0.1
84 | 0 | 0.2
85 | 1 | -0.1
86 | -8 | 0.1&0.3
87 | -15 | 0.0
88 | 7 | 0.2

Screening data from PubChem.
